KCNQ1 pot: potentiators or activators of KCNQ1 channel, primary screen, cell-based, thallium flux, high-throughput | Potassium voltage-gated channel subfamily KQT member 1 (Homo sapiens), P51787 | CHO-K1 KCNQ1, thallium flux FluxOR fluorescence; stronger effect = higher value | B-score at 10 µM | 0.35% of 310,000 active;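 active = fluorescence ratio B-score, a plate-corrected score, at least three library SD, with initial intensity B-score within 5 SD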
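Doses: Single concentration per compound, DMSO matched to controls | Test system: KCNQ1-transfected CHO-K1 cells | Timing: 90 min dye loading and 20 min compound exposure, both at room temperature | Measured by: Kinetic FluxOR thallium fluorescence, 10-s 1-Hz baseline, 110-s post-stimulus read | Medium: Assay buffer with matched DMSO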
hERG protect: hERG rescue from dofetilide block, primary screen, cell-based, CHO-hERG, FluxOR thallium flux, dofetilide IC70 | Voltage-gated inwardly rectifying potassium channel KCNH2 (Homo sapiens), Q12809 | dofetilide IC70 present | activation (rescue from dofetilide block), less the hit threshold, % at 10 µM | 0.51% of 310,000 active | AID 1511, 2009;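 active = activation above the mean of controls blocked by dofetilide plus 5 SD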;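 also: thallium influx through hERG after potassium depolarization seen as dye fluorescence rise; in these data hits start at about 4.7%; inactives centre near -7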
Target sequence (Q12809 whole entry, looked up): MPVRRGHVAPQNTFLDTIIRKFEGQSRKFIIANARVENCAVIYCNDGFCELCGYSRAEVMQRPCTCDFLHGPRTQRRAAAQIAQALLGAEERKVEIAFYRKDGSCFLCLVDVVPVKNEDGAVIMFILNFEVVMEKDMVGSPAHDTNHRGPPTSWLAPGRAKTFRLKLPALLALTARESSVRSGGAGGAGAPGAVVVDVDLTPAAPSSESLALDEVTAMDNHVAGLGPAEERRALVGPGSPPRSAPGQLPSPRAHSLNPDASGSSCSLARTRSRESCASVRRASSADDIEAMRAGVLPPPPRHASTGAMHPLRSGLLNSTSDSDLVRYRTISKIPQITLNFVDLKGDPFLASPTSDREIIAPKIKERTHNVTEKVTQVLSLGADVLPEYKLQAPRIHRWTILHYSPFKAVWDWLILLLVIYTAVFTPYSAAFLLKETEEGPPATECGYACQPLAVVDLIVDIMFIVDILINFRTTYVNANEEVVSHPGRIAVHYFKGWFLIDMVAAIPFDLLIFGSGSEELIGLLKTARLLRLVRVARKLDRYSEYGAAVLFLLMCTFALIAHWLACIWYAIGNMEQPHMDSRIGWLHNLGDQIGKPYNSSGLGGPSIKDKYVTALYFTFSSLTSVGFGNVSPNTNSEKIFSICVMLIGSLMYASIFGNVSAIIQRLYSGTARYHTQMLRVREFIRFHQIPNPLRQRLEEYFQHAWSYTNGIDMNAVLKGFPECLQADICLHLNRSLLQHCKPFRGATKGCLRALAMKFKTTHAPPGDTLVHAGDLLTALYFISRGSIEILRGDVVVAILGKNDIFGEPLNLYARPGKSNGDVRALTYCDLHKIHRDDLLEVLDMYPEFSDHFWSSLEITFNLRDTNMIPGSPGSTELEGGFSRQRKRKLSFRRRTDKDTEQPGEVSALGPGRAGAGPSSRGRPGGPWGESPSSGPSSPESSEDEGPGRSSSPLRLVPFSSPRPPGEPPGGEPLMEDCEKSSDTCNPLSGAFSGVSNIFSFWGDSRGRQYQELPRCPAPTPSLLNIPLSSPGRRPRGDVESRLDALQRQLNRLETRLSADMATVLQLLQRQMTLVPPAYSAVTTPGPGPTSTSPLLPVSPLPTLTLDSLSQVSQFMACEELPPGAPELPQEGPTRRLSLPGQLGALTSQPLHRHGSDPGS
KCNQ1 inh: inhibitors of human KCNQ1 channel, primary screen, cell-based, thallium flux, high-throughput | B-score at 10 µM | 1.3% of 310,000 active | CHO-K1 KCNQ1, FluxOR thallium flux fluorescence; stronger effect = higher value;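 active = compounds whose thallium flux B-score, printed positive for inhibition, exceeds three library SD while starting fluorescence stays within three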;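 also: channel opened by potassium depolarization with thallium stimulus after 20 min compound exposure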
Dyrk1A ADPGlo: rat Dyrk1A kinase inhibitors, primary screen, biochemical, single point, plate reader; ADP-Glo luminescence, NFATc1 peptide; inhibition, % at 12.5 µM; 0.43% of 310,000 active; AID 504441, 2011; in the data active = inhibition above about 50%;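 also: plate controls were vehicle with enzyme for no effect and no enzyme for full effect; many of its hits are not listed in these tables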
PolyA inh: polyadenylation inhibitors in yeast reporter cells, primary screen, luminescence, S. cerevisiae; S. cerevisiae SKY197-pL101 polyadenylation reporter, beta-gal luminescence; efflux-impaired pdr1/pdr3 knockout yeast; score 100 = 6 SD above DMSO; calls only at 12 µM; 0.02% of 300,000 active;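 active = lowest replicate activity score at least 50, where 100 means six control SD above control mean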;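 also: yeast exposed to compound for 9 h at 30 °C; higher score means more reporter readthrough which indicates perturbed polyadenylation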
TRPC4 agonist: activators of mouse TRPC4 channel, primary screen, Fluo4 calcium, HEK293 TRPC4beta/mu-opioid cells; B-score at 10 µM; Fluo4 calcium fluorescence; stronger effect = higher value; 0.49% of 310,000 active;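 active = B-score above 5 SD of library B-scores, and initial fluorescence ratio not above library mean plus 5 SD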;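 also: positive B-score marks a calcium rise read as TRPC4 activation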
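Assay system: HEK293 stable line with TRPC4beta plus mu-opioid receptor. Times: dye 45 min RT, read 110 s. Measured by: kinetic Fluo4 calcium fluorescence. Measure: B score of integrated ratio. Controls: assay buffer as low control, maximal DAMGO as high control.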
Platelet DG rel: inhibitors of platelet dense granule secretion, primary screen, cell-based, MLPCN, human platelets; human platelet-rich plasma, SFLLRN dense granule ATP release, luminescence; inhibition, %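 (compounds screened at 7.5 µM in platelet-rich plasma)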; 0.22% of 300,000 active;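 active = mean replicate score, as percent of positive control, at or above 50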
KCNK3 block: human KCNK3 channel inhibitors, primary screen, CHO cells, FluxOR thallium flux, B-score. B-score at 10 µM. Potassium channel subfamily K member 3 (Homo sapiens), O14649. 0.84% of 340,000 active. FluxOR fluorescence; stronger effect = lower value;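 active = B-score under library mean minus 4 SD, starting fluorescence ratio at most library mean plus 5 SD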;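 also: more negative B-score means stronger inhibition of thallium flux through KCNK3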
TRPC4 inh: inhibitors of mouse TRPC4 channel, primary screen, Fluo4 calcium, HEK293 TRPC4beta/mu-opioid cells. B-score at 10 µM. 0.39% of 300,000 active. DAMGO-evoked Fluo4 calcium flux; stronger effect = lower value. Short transient receptor potential channel 4 (Mus musculus), Q9QUQ5;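 active = B-score over 3 SD under the library average, no early fluorescence shift, positive overall ratio signal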
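Assay system: TRPC4beta/mu-opioid receptor HEK293 cell line; compound dosing: single concentration per test compound; detection: Fluo4 Ca2+ flux fluorescence; evaluation: per-well B score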
KCNK9 inh: KCNK9 potassium channel inhibitors, primary screen, HEK293 cells, thallium flux; Potassium channel subfamily K member 9 (Homo sapiens), Q9NPC2; FluxOR thallium flux fluorescence; stronger effect = lower value; B-score at 10 µM; 1.2% of 310,000 active;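 active = ratio B-score over 3 SD below the library mean, with starting fluorescence within 5 SD of its mean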;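 also: negative B-score means less thallium flux so channel inhibition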
TRPC4 PAM: positive allosteric modulators of TRPC4, primary screen, cell-based, mouse TRPC4beta, HEK293 mu-opioid, Fluo-4 calcium; Short transient receptor potential channel 4 (Mus musculus), Q9QUQ5; B-score at 10 µM; DAMGO EC20, Fluo-4 Ca2+ flux; stronger effect = higher value; AID 2227, 2009; 0.42% of 310,000 active;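 active = B-score of calcium response area above 5 SD of library B-scores, with initial fluorescence ratio within 5 SD of library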;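 also: B-score of integrated fluorescence ratio over time as area under calcium response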
* = called active by the depositor. The list is partial (hit frequency here may not be typical).

Cc1cc(NC(=O)c2ccc(F)c(S(=O)(=O)N3CCCCC3)c2)no1 was read as KCNQ1 pot inactive, hERG protect -2, KCNQ1 inh inactive, Dyrk1A ADPGlo 7, PolyA inh inactive, TRPC4 agonist inactive, Platelet DG rel -3, KCNK3 block inactive, TRPC4 inh inactive, KCNK9 inh inactive and TRPC4 PAM inactive.
`CC(=O)N1C(=O)/C(=C2\SC(=S)N(NC(=O)c3ccc(O)cc3)C2=O)c2ccccc21` gave KCNQ1 pot inactive, hERG protect 1, KCNQ1 inh inactive, Dyrk1A ADPGlo 4, PolyA inh inactive, TRPC4 agonist inactive, Platelet DG rel 4, KCNK3 block inactive, TRPC4 inh inactive, KCNK9 inh inactive and TRPC4 PAM inactive.
For Cc1ccc(/C=N/n2c(C3CCCCC3)n[nH]c2=S)s1 the results were KCNQ1 pot inactive, hERG protect -4, KCNQ1 inh inactive, Dyrk1A ADPGlo 1, PolyA inh inactive, TRPC4 agonist inactive, Platelet DG rel -1, KCNK3 block inactive, TRPC4 inh inactive, KCNK9 inh inactive and TRPC4 PAM inactive.
`Cc1ccccc1C[n+]1cccc2ccccc21` gave KCNQ1 pot inactive, hERG protect -4, KCNQ1 inh inactive, Dyrk1A ADPGlo -2, PolyA inh inactive, TRPC4 agonist inactive, Platelet DG rel -5, KCNK3 block inactive, TRPC4 inh inactive, KCNK9 inh inactive and TRPC4 PAM inactive.
For O=S(=O)(c1ccc(-c2cn3ccccc3n2)cc1)N1CCOCC1 the results were KCNQ1 pot inactive, hERG protect -14, KCNQ1 inh inactive, Dyrk1A ADPGlo -2, PolyA inh inactive, TRPC4 agonist inactive, Platelet DG rel 4, KCNK3 block inactive, TRPC4 inh inactive, KCNK9 inh inactive and TRPC4 PAM inactive.
For CC(C)Oc1ccc(Cc2cnc(=S)[nH]c2N)cc1 the results were KCNQ1 pot inactive, hERG protect -15, KCNQ1 inh inactive, Dyrk1A ADPGlo -4, PolyA inh inactive, TRPC4 agonist inactive, Platelet DG rel -1, KCNK3 block inactive, TRPC4 inh inactive, KCNK9 inh inactive and TRPC4 PAM inactive.
`CC1CCN(CC(=O)Nc2ccc(S(=O)(=O)N3CCC(C)CC3)cc2)CC1` gave KCNQ1 pot inactive, hERG protect -10, KCNQ1 inh inactive, Dyrk1A ADPGlo -8, PolyA inh inactive, TRPC4 agonist inactive, Platelet DG rel -2, KCNK3 block inactive, TRPC4 inh inactive, KCNK9 inh inactive and TRPC4 PAM inactive.
For C=CCN(C(=O)c1ccccc1)c1ccc(OC)cc1 the results were KCNQ1 pot inactive, hERG protect 0, KCNQ1 inh inactive, Dyrk1A ADPGlo -2, PolyA inh inactive, TRPC4 agonist inactive, Platelet DG rel 13, KCNK3 block inactive, TRPC4 inh inactive, KCNK9 inh inactive and TRPC4 PAM inactive.
O=C(c1ccc(F)cc1)c1c[nH]c(C(=O)NCc2ccco2)c1 was read as KCNQ1 pot inactive, hERG protect -9, KCNQ1 inh inactive, Dyrk1A ADPGlo -1, PolyA inh inactive, TRPC4 agonist inactive, Platelet DG rel 3, KCNK3 block inactive, TRPC4 inh inactive, KCNK9 inh inactive and TRPC4 PAM inactive.
Screening O=C1c2ccccc2C(=O)N1CCCn1nnc(-c2ccc(N3CCOCC3)cc2)n1 returned KCNQ1 pot inactive, hERG protect -1, KCNQ1 inh inactive, Dyrk1A ADPGlo 0, PolyA inh inactive, TRPC4 agonist inactive, Platelet DG rel 6, KCNK3 block inactive, TRPC4 inh inactive, KCNK9 inh inactive and TRPC4 PAM inactive.
Screening O=C(c1ccccc1Sc1ccccc1[N+](=O)[O-])N1CCCCC1 returned KCNQ1 pot inactive, hERG protect 4, KCNQ1 inh inactive, PolyA inh inactive, TRPC4 agonist inactive, Platelet DG rel 30, KCNK3 block inactive, TRPC4 inh inactive, KCNK9 inh inactive and TRPC4 PAM inactive.
For CC(C)(O)CC[C@@H](O)[C@](C)(O)[C@H]1CC[C@@]2(O)C3=CC(=O)[C@@H]4C[C@@H](O)[C@@H](O)C[C@]4(C)[C@H]3CC[C@]12C the results were KCNQ1 pot inactive, hERG protect -3, KCNQ1 inh inactive, Dyrk1A ADPGlo -9, PolyA inh inactive, TRPC4 agonist inactive, Platelet DG rel 6, KCNK3 block inactive, TRPC4 inh inactive, KCNK9 inh inactive and TRPC4 PAM inactive.
`CC(=O)c1cccc(NC(=O)Nc2cccnc2)c1` gave KCNQ1 pot inactive, hERG protect -16, KCNQ1 inh inactive, Dyrk1A ADPGlo 48, PolyA inh inactive, TRPC4 agonist inactive, Platelet DG rel 9, KCNK3 block inactive, TRPC4 inh inactive, KCNK9 inh inactive and TRPC4 PAM inactive.
`O=[N+]([O-])c1ccc(Cl)c(/C=N/n2c(-c3cccnc3)n[nH]c2=S)c1` gave KCNQ1 pot inactive, hERG protect 0, KCNQ1 inh inactive, PolyA inh inactive, TRPC4 agonist inactive, Platelet DG rel 3, TRPC4 inh inactive, KCNK9 inh inactive and TRPC4 PAM inactive.
`Cc1ccc(CCNC(=O)C2CCCN(S(=O)(=O)c3cccc4nsnc34)C2)cc1` (centres undefined) gave KCNQ1 pot inactive, hERG protect 1, KCNQ1 inh inactive, Dyrk1A ADPGlo -3, PolyA inh inactive, TRPC4 agonist inactive, Platelet DG rel -1, KCNK3 block inactive, TRPC4 inh inactive, KCNK9 inh inactive and TRPC4 PAM inactive.
For O=C(CCCNS(=O)(=O)c1ccc(F)cc1)Nc1ccc(F)cc1 the results were KCNQ1 pot inactive, hERG protect -11, KCNQ1 inh inactive, Dyrk1A ADPGlo 0, PolyA inh inactive, TRPC4 agonist inactive, Platelet DG rel 3, KCNK3 block inactive, TRPC4 inh inactive, KCNK9 inh inactive and TRPC4 PAM inactive.
For Cc1cccc(/C(N)=N/OC(=O)CCCc2ccccc2)c1 the results were KCNQ1 pot inactive, hERG protect -5, KCNQ1 inh inactive, Dyrk1A ADPGlo -10, PolyA inh inactive, TRPC4 agonist inactive, Platelet DG rel -6, KCNK3 block inactive, TRPC4 inh inactive, KCNK9 inh inactive and TRPC4 PAM inactive.
`Nc1nnc(-c2ccccc2[N+](=O)[O-])o1` gave KCNQ1 pot inactive, hERG protect -13, KCNQ1 inh inactive, Dyrk1A ADPGlo 3, PolyA inh inactive, TRPC4 agonist inactive, Platelet DG rel -5, KCNK3 block inactive, TRPC4 inh inactive, KCNK9 inh inactive and TRPC4 PAM inactive.
For CCOC(=O)c1ccc(NC(=O)NCc2ccccc2OC)cc1 the results were KCNQ1 pot inactive, hERG protect -19, KCNQ1 inh inactive, Dyrk1A ADPGlo 7, PolyA inh inactive, TRPC4 agonist inactive, Platelet DG rel 10, KCNK3 block inactive, TRPC4 inh inactive, KCNK9 inh inactive and TRPC4 PAM inactive.
Screening CCOc1cc(C(=O)N2CCN(c3ccccc3)CC2)cc(OCC)c1OCC returned KCNQ1 pot inactive, hERG protect -6, KCNQ1 inh inactive, Dyrk1A ADPGlo 8, PolyA inh inactive, TRPC4 agonist inactive, Platelet DG rel 2, KCNK3 block inactive, TRPC4 inh inactive, KCNK9 inh inactive and TRPC4 PAM inactive.
CCn1c(=O)cc(SCC(=O)Nc2ccc(C)cn2)c2ccccc21 was read as KCNQ1 pot inactive, hERG protect -6, KCNQ1 inh inactive, Dyrk1A ADPGlo 4, PolyA inh inactive, TRPC4 agonist inactive, Platelet DG rel 3, KCNK3 block inactive, TRPC4 inh inactive, KCNK9 inh inactive and TRPC4 PAM inactive.
`CCOc1ccc(-c2nc(CSc3nnc(C)s3)cs2)cc1OC` gave KCNQ1 pot inactive, hERG protect -11, KCNQ1 inh inactive, Dyrk1A ADPGlo -2, PolyA inh inactive, TRPC4 agonist inactive, Platelet DG rel -15, KCNK3 block inactive, TRPC4 inh inactive, KCNK9 inh inactive and TRPC4 PAM inactive.
For NC(=O)Nc1ccccc1C(=O)Nc1ccc2ccccc2c1 the results were KCNQ1 pot inactive, hERG protect -8, KCNQ1 inh inactive, Dyrk1A ADPGlo 15, PolyA inh inactive, TRPC4 agonist inactive, Platelet DG rel 3, KCNK3 block inactive, TRPC4 inh inactive, KCNK9 inh inactive and TRPC4 PAM inactive.
COc1ccc2c(c1)C(=O)c1ccccc1CO2 was read as KCNQ1 pot inactive, hERG protect -4, KCNQ1 inh inactive, Dyrk1A ADPGlo -1, PolyA inh inactive, TRPC4 agonist inactive, Platelet DG rel -1, KCNK3 block inactive, TRPC4 inh inactive, KCNK9 inh inactive and TRPC4 PAM inactive.
For Cc1ccc(OCc2nnc(NC(=O)c3ccco3)s2)cc1 the results were KCNQ1 pot inactive, hERG protect -4, KCNQ1 inh inactive, Dyrk1A ADPGlo -2, PolyA inh inactive, TRPC4 agonist inactive, Platelet DG rel -12, KCNK3 block inactive, TRPC4 inh inactive, KCNK9 inh inactive and TRPC4 PAM inactive.
N=c1c2c3c(sc2ncn1CCN1CCOCC1)CCCCC3 was read as KCNQ1 pot inactive, hERG protect -1, KCNQ1 inh inactive, Dyrk1A ADPGlo 15, PolyA inh inactive, TRPC4 agonist inactive, Platelet DG rel -9, KCNK3 block inactive, TRPC4 inh inactive, KCNK9 inh inactive and TRPC4 PAM inactive.
Screening C=CCn1c(CCC)nc2ccccc21 returned KCNQ1 pot inactive, hERG protect -13, KCNQ1 inh inactive, Dyrk1A ADPGlo -7, PolyA inh inactive, TRPC4 agonist inactive, Platelet DG rel 0, KCNK3 block inactive, TRPC4 inh inactive, KCNK9 inh inactive and TRPC4 PAM inactive.

Assay outcomes: PubChem, several laboratories
